Bioassay records deposited in PubChem by National Center for Advancing Translational Sciences (NCATS).
NPSR antag = antagonists of human neuropeptide S receptor cAMP signaling; Q6W5P4; CHO-NPSR cells, cAMP TR-FRET, antagonist mode; Potency, µM (highest dose often 38.3 µM), without a hit: at the top dose activity change, negative = inhibition, usual class: inhibitors; hit rate 1% among 220,000; AID 1461; note: % is set by controls: 0 for no effect and ±100 for the full control effect; nearly all actives have a fitted effect of over 50% in size; many of its hits are not listed in these tables
Epigenetic derep = epigenetic control regulation, reporter derepression; hit rate 0.2% among 280,000; AID 1865; Potency, µM (top dose mostly 53.9 µM), for inactives: at the highest dose GFP activation, most hits filed as activators; murine LDR cells, GFP reporter derepression, 30 h; note: % of control where 0% means no effect; nearly all actives have a fitted effect of over 60% in size
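Murine LDR cells carrying a silenced, genomically integrated CMV-driven GFP reporter were exposed to compound for 30 hours at 37 C. After PBS washes, GFP-positive cells (20–120 um objects) were counted by laser-scanning microplate cytometry.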
RECQ1 helicase = blocks DNA unwinding by human RECQ1; P46063; RECQ1 DNA unwinding, red fluorescence kinetic read; Potency, µM (highest dose often 57.3 µM), without a hit: top-dose activity, negative = inhibition, usual class: inhibitors; hit rate 0.54% among 240,000;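 note: plate controls were vehicle for no effect and no enzyme for full effect; nearly all actives have a fitted effect of over 30% in size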
Target sequence (P46063 whole entry, looked up): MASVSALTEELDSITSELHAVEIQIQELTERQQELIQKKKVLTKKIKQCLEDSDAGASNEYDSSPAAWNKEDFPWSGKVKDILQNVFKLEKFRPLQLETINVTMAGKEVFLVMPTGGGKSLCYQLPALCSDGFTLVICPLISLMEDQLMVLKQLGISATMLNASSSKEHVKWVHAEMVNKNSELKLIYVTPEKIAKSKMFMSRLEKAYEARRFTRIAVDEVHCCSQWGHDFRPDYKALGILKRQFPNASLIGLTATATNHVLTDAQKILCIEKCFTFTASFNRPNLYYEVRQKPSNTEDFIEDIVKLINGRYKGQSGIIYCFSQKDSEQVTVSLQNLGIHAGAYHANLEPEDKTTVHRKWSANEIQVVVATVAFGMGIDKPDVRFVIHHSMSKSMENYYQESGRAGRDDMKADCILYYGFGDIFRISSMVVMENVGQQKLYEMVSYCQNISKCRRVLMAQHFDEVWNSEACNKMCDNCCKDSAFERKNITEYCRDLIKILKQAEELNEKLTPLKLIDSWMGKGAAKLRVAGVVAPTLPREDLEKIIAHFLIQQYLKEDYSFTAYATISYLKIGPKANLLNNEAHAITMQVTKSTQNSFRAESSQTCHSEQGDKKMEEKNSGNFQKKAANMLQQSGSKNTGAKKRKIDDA
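50 nM RECQ1T1 preincubated 15 min with compound in Tris pH 8.0 buffer with MgCl2, DTT, Tween-20 and 2.5 ug/ml poly(dI-dC); started with 200 nM TAMRA/BHQ-2 forked duplex and 2 mM ATP. Unwinding read as fluorescence (525/598 nm), two reads 2 h apart.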
Luc counter = Kinase-Glo luciferase inhibition (counter-screen); AID 1379; Q27757; hit rate 0.28% among 200,000; Kinase-Glo luciferase, ATP luminescence, 8 min; Potency, µM (series often up to 38.3 µM), without a hit: top-dose activity change, negative = inhibition, most hits filed as inhibitors; note: % is set by controls: 0 for no effect and ±100 for the full control effect; nearly all actives have a fitted effect of over 60% in size
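Inhibition of Kinase-Glo luciferase light generation was assessed at 10 uM ATP in pH 7.2 imidazole buffer, with luminescence measured after eight minutes at ambient temperature.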
RGS12 GoLoco inh = inhibitors of human Gai1-RGS12 GoLoco interaction (red fluorophore). hit rate 0.44% among 230,000. Potency, µM (doses to about 61.6 µM), for the others: top-dose activity, negative = inhibition, most hits filed as inhibitors. Gai1:RGS12 GoLoco peptide FP, rhodamine, 10 min. AID 880; active = well fitted inhibition curve with a large enough effect, not every such curve was filed as active; inactive = no such curve, though single readings can be large or run the other way; note: % is set by controls: 0 for no effect and ±100 for the full control effect; nearly all actives have a fitted effect of over 30% in size; many of its hits are not listed in these tables
Target sequence (P63096 whole entry, looked up): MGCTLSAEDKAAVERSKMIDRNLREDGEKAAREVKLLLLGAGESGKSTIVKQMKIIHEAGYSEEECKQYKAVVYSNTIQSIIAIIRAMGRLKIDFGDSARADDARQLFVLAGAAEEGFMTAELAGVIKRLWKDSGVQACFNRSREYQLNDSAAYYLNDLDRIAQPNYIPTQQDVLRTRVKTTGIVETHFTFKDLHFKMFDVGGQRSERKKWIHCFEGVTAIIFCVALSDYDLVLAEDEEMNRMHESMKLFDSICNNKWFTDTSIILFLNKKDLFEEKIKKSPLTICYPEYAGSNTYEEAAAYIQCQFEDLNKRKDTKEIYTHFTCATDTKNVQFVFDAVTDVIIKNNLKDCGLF
JMJD2E inh = inhibitors of human JMJD2E histone demethylase; B2RXH2; JMJD2E catalytic domain, FDH-coupled NADH fluorescence (FDH is formaldehyde dehydrogenase); Potency, µM (series often up to 57.1 µM), for the others: top-dose activity change, negative = inhibition, hits mostly inhibitors; hit rate 1.6% among 230,000; AID 2147; active = well fitted inhibition curve with a large enough effect, not every such curve was filed as active; inconclusive = small, poorly fitted or top-dose-only effect, or another doubt; inactive = no such curve, though single readings can be large or run the other way;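 note: 0% = wells with enzyme and -100% = buffer wells without enzyme; nearly all actives have a fitted effect of over 50% in size; many of its hits are not listed in these tables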
IMPase Li inh = cell-permeable IMPase inhibitors with lithium potentiation; CHO-M1 cells, IP1 TR-FRET (IP-One), carbachol + lithium; Potency, µM (top dose mostly 59.4 µM), for the others: at the highest dose activity, negative = IMPase inhibition, actives largely listed as inhibitors; hit rate 0.35% among 210,000; AID 1457;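 note: IP1 builds up when IMPase is blocked and the TR-FRET signal falls; plate controls were basal vehicle for no effect and high inhibitor control for full effect; nearly all actives have a fitted effect of over 50% in size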
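Test compounds were applied to CHO-M1 cells previously cultured for 16–30 h at 2000 per well. A small lithium amount accompanied them; after 30 min at 37C, IP1 was quantified by TR-FRET.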
SMN2 splice up = increases expression of the SMN2 splice variant; HEK293 SMN2-luciferase splicing reporter, luminescence, 30-36 h; Potency, µM (highest dose often 46.1 µM), for the others: at the top dose activity change, positive = activation, actives largely listed as activators; hit rate 2.8% among 210,000; AID 1458; note: % of control where 0% means no effect; nearly all actives have a fitted effect of over 55% in size
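HEK293 cells carry an SMN2 minigene-luciferase reporter in which exon 7 inclusion puts luciferase in frame. Cells were seeded at 2000 cells/well, attached for 10-12 hours, then exposed to compounds for 30-36 hours at 37C before ONE-Glo luminescence.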
Active calls of the source: *; i = inactive; ? = inconclusive; . = no result given; [ ] = dose if it differs, or a comment. Unless noted, calls come from the whole dose curve; as a rule, active = well fitted curve in the direction sought with a large enough effect; inconclusive = small, poorly fitted or top-dose-only effect, or another doubt; inactive = no such curve, though single readings can be large; an effect the other way counts as inactive or inconclusive. Potency is the fitted concentration of half-maximal effect. Not all compounds are listed; count on the stated rates, not on these rows.

SMILES	NPSR antag	Epigenetic derep	RECQ1 helicase	Luc counter	RGS12 GoLoco inh	JMJD2E inh	IMPase Li inh	SMN2 splice up
O=C(N/N=C/C1CC2C=CC1C2)c1ccccc1O (stereo unspecified)	12%	3.0%	5%	.	10%	-21%	.	.
O=C(NCCc1ccc(Cl)cc1)C1CCN(S(=O)(=O)c2ccc(-n3cnnn3)cc2)CC1	-7%[46.1 µM]	-0.7%	i	-1%	1%	-3%	-1%[38.3 µM]	-32%[inhibitor]
O=C(O)CNC(=O)/C=C/c1ccc(Cl)cc1Cl	7%	1.3%	1%	-2%	6%	-1%	-13%	-5%
COc1ccc(C(C)=O)cc1CN1C(=O)NC2(CCCC2)C1=O	4%	-0.3%	i	2%	11%	2%	5%	4%
CC(C)CC(=O)/C=C/n1c(=S)oc2ccccc21	-57%	0.0%	-1%	-3%	-8%	-7%	2%	-68%[inhibitor]
C/C(=N/NC(=O)CCc1c(C)n[nH]c1C)c1cccc([N+](=O)[O-])c1	5%	4.0%	-1%	.	1%	8%	.	.
C/C(=N\NC(=S)Nc1ccc(C)c(C)c1)c1ccc(N2CCOCC2)cc1	?	0.0%	-5%	-1%	7%	1%	-1%	-16%
O=C1NCCCC1C(=O)N1CCN(C(=O)c2ccco2)CC1 (stereo unspecified)	-16%[46.1 µM]	0.3%	i	8%	-1%	4%	-6%[38.3 µM]	2%
COc1ccc2[nH]c(CN3CCN(CC(C)C)C(CCO)C3)c(C)c2c1 (stereo unspecified)	16%	-4.4%	-6%	.	10%	?	.	.
N=c1c(C(=O)NCc2ccc(F)cc2)cc2c(=O)n3ccccc3nc2n1CC1CCCO1 (stereo unspecified)	-18%[46.1 µM]	-1.1%	-3%	-3%	33%[activator]	?	12%[38.3 µM]	-33%[inhibitor]
CCOC(=O)N1CCN(c2c(NCc3ccccc3OC)c(=O)c2=O)CC1	-2%[46.1 µM]	-2.6%	-13%	-2%	5%	-19%	2%[38.3 µM]	-1%
Cc1cc(Br)ccc1NC(=O)CNC(=O)CN1C(=O)NC2(CCCCCC2)C1=O	1%[46.1 µM]	1.4%	-8%	-8%	5%	1%	-5%[38.3 µM]	-13%

Next section, overlapping the part above by 2 compounds.
SMILES	NPSR antag	Epigenetic derep	RECQ1 helicase	Luc counter	RGS12 GoLoco inh	JMJD2E inh	IMPase Li inh	SMN2 splice up
CCOC(=O)N1CCN(c2c(NCc3ccccc3OC)c(=O)c2=O)CC1	-2%[46.1 µM]	-2.6%	-13%	-2%	5%	-19%	2%[38.3 µM]	-1%
Cc1cc(Br)ccc1NC(=O)CNC(=O)CN1C(=O)NC2(CCCCCC2)C1=O	1%[46.1 µM]	1.4%	-8%	-8%	5%	1%	-5%[38.3 µM]	-13%
COc1ccccc1CN(C)CC(=O)NC1CCCc2ccccc21 (stereo unspecified)	-25%	-2.2%	i	-3%	6%	5%	5%	2%
CC(=O)c1nc(-c2ccccc2)sc1C	17%	1.3%	-2%	1%	4%	-4%	-23%	2%
COc1ccc(Br)c(C(=O)Nc2cccc(Cl)c2Cl)c1	21%	-0.1%	-17%	-1%	3%	11%	9%	-18%
CCOC(=O)N1CCC(N2C(=O)c3ccccc3C2Nc2cc(C)cc(C)c2)CC1 (stereo unspecified)	?	1.8%	-4%	.	-3%	7%	.	.
CC(NC(=O)NC1CCCCC1)c1ccccc1 (stereo unspecified)	12%	0.9%	-3%	1%	10%	3%	-2%	7%
CCN(CC)CCCn1c(-c2ccccc2)nc2c(N(CCOC)CCOC)nc(C)nc21	.	0.7%	-5%	-4%	-2%	?	1%	-6%
O=C(CSc1nc2ccccc2c(=O)n1Cc1ccco1)N1CCCCCC1	?	-1.2%	-9%	1%	8%	4%	21%[38.3 µM]	-12%
Cc1cc(NC(=O)COc2cccc(Oc3ccccc3)c2)no1	-11%[46.1 µM]	0.0%	-8%	-2%	14%	-2%	2%[38.3 µM]	15%
O=C(C[n+]1ccccc1)N/N=C/c1cccs1	9%	0.2%	-12%	-1%	24%	9%	8%	-1%
Nc1c(C(=O)Nc2ccc(Cl)c(Cl)c2)sc2nc(-c3cccnc3)ccc12	-6%	3.8%	-4%	-3%	8%	4%	-11%	9%
N#Cc1nc(-c2cccs2)oc1NCc1ccccc1Cl	?	-1.1%	-3%	-4%	-4%	0%	?	22%
Cc1ccsc1C(=O)Nc1cc(C(C)(C)C)nn1-c1ccccc1	-20%[46.1 µM]	-3.5%	-10%	-4%	0%	-1%	6%[38.3 µM]	8%
Cc1cccc(Cn2cnc3c(NS(C)(=O)=O)c(C)c(C)cc32)c1	-13%[46.1 µM]	-1.2%	?	2%	6%	10%	10%[38.3 µM]	-11%
O=C(CSc1nnc(-c2ccccc2)c(-c2ccccc2)n1)NC1CCS(=O)(=O)C1 (stereo unspecified)	-3%	-1.6%	-17%	-3%	2%	-6%	6%	3%
COc1cc2ncnc(NCCc3ccccc3)c2cc1OC	-9%	-2.8%[10.1 µM]	i	2%	5%	-1%	28%	-19%
Cc1nnc(NN2CCOCC2)[nH]c1=O	20%	-1.8%	-5%	-4%	7%	5%	-11%	-31%[inhibitor]
Cc1cc2ccccc2c(=O)n1CC(=O)N(C)c1ccc(F)cc1	-12%[46.1 µM]	-6.3%	-8%	1%	-1%	?	24%[38.3 µM]	0%
Cc1cccc(C)c1N=C1NN=C(c2ccccc2F)CS1	?	-0.9%	2%	.	.	-17%	.	.
Cc1ccc(N(C(=O)CNC(=O)c2ccco2)C(C(=O)NCC2CCCO2)c2ccccc2)cc1 (stereo unspecified)	0%[46.1 µM]	-2.4%	i	3%	6%	0%	11%[38.3 µM]	7%
CCC(C)[C@H](NC(=O)Nc1ccc(S(N)(=O)=O)cc1)C(=O)O (stereo partly specified)	16%	5.2%	-12%	2%	-5%	-11%	-5%	6%
COC(=O)C1=C(C(=O)OC)[C@@H]2N(Cc3ccccc3)c3ccccc3[C@@]23C[C@@H](C(=O)OC)N(C(=O)CC(C)C)C3=N1	-12%	-2.3%	-6%[11.5 µM]	1%[7.66 µM]	-2%[14.2 µM]	8%[11.4 µM]	10%	9%[9.22 µM]
O=C(COc1ccc(=O)n(-c2ccccc2)n1)Nc1ccccc1	11%[46.1 µM]	-0.8%	-2%	-1%	-2%	-2%	24%[38.3 µM]	-9%
O=C(CCN1C(=O)c2ccccc2S1(=O)=O)NCc1ccco1	-3%[46.1 µM]	0.0%	-1%	1%	3%	6%	12%[38.3 µM]	26%
CCCCOc1cc(C)nc(NCc2ccccc2)n1	9%[46.1 µM]	-0.1%	5%	1%	-4%	-25%	17%[38.3 µM]	21%
CS(=O)(=O)c1ccccc1-c1nc(-c2cc(C(F)(F)F)cc(C(F)(F)F)c2)no1	-1%[46.1 µM]	-2.2%	-4%	1%	2%	1%	9%[38.3 µM]	1%
COc1cccc(-n2c(SCC(=O)NC(C)(C)C)nnc2-c2ccoc2C)c1	-10%[46.1 µM]	3.2%	-14%	0%	9%	1%	-2%[38.3 µM]	0%
O=C(Nc1cc(S(=O)(=O)N2CCCCC2)ccc1Cl)c1ccccc1NS(=O)(=O)c1ccc(F)cc1	-53%	-2.2%	0%	2%	-4%	?	7%	-62%[inhibitor]
COc1cccc2cc(C(=O)NCCc3c[nH]c4ccccc34)c(=O)oc12	4%	-3.1%	i	1%	29%	-20%	3%	-7%
CCc1ccc(/C=N\NC(=O)c2ccc(Br)o2)s1	-2%	-1.0%	-12%	-10%	10%	-9%	0%	11µM*
CC1=C(C(=O)Nc2ccccc2)C(c2coc3ccccc3c2=O)C2=C(CCCC2=O)N1 (stereo unspecified)	-9%	-0.1%	-6%	4%	5%	-5%	3%	15%
COc1cc(CNc2nnnn2C)ccc1OCc1ccc(F)cc1Cl	-19%	-1.0%	15%	1%	3%	11%	4%	-12%
O=C(OCc1ccccc1)N1CCOCCN(C(=O)OCc2ccccc2)CCOCC1	13%	-1.1%	-9%	-1%	8%	4%	1%	.
O=C(Nc1cccnc1)C1OCCc2ccccc21 (stereo unspecified)	2%[46.1 µM]	-0.7%	-3%	-1%	-10%	10%	0%[38.3 µM]	2%
COC1=C(c2ccccc2)C(=O)c2ccccc2C1=O	?	-4.3%	-6%	-2%	-14%	-19%	1%	-19%
CCN(CC)Cc1c(O)ccc2c1O/C(=C\C=C\c1ccccc1)C2=O	-30%	-1.1%	-8%	.	9%	5%	.	.
CCc1cccc(C)c1NC(=O)c1ccccc1	4%	-0.1%	4%	0%	9%	2%	3%	6%
COc1ccccc1CNC(=O)C1CC(=O)N(C2CCCC2)C1 (stereo unspecified)	-1%[46.1 µM]	0.0%	0%	3%	8%	11%	-9%[38.3 µM]	-1%
Cc1nn(-c2ccccc2)c(C)c1C(=O)OC/C(O)=C(\C#N)c1nc2ccccc2[nH]1	-20%[46.1 µM]	-1.2%	-13%	-3%	87%[activator]	?	-6%[38.3 µM]	-4%
Cc1ccc(CN2C(=O)CCC2C(=O)NCCN(CC(C)C)CC(C)C)cc1 (stereo unspecified)	-22%[46.1 µM]	-1.0%	-1%	10%	3%	?	8%	-22%
Cc1nc(-c2ccccc2)sc1C(=O)CSc1ccc(Br)cc1	-5%[46.1 µM]	3.2%	-8%	3%	17%	1%	11%[38.3 µM]	2%
CC(NC(=O)COC(=O)/C=C/c1cccc(C(F)(F)F)c1)c1ccccc1 (stereo unspecified)	-1%	0.0%	i	-2%	-3%	9%	-6%	16%
COc1ccccc1N1CCN(C(=O)c2cn(-c3ccccc3)nc2-c2cccnc2)CC1	-16%[46.1 µM]	0.0%	-13%	-3%	-10%	-30%	36%[38.3 µM]	22µM*
N/C(Cc1ccc([N+](=O)[O-])cc1)=N\OC(=O)COc1cccc2ccccc12	?	-0.6%	-17%	1%	1%	4%	2%[38.3 µM]	-10%
CCN1CCN(c2ccc(NC(=O)CCc3c(C)nc4c(-c5ccccc5)c(C)nn4c3C)cc2)CC1	-8%[46.1 µM]	0.8%	-9%	14%	8%	-6%	20%[38.3 µM]	-1%
Cc1cc(=O)oc2cc(O)c(O)cc12	.	1.8%	-2%	-3%	4%	?	-8%	7%
